CHRM5 agonist: human M5 muscarinic receptor agonists, primary screen, CHO-K1 cells, Fluo-8 calcium fluorescence. Muscarinic acetylcholine receptor M5 (Homo sapiens), P08912. CHO-K1 hM5 cells; 0% DMSO wells, 100% maximal acetylcholine response. activation, % at 3 µM. hit rate 0.19% among 360,000;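 active = activation above the run's mean over test compounds plus 3 SD, cut at about 23% in these data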;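 note: signal is peak over basal fluorescence ratio across the kinetic read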
M1 antag: human M1 muscarinic receptor antagonists, primary screen, CHO-K1 cells, Fluo-8 calcium fluorescence, 1536-well | AID 588852, 2011 | Muscarinic acetylcholine receptor M1 (Homo sapiens), P11229 | inhibition, % at 3 µM | CHO-K1 hM1, ACh EC80 antagonist | hit rate 1.3% among 360,000;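 active = percent inhibition above its own plate's cutoff, namely the mean of that plate's compound wells plus 3 SD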;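 note: peak over basal fluorescence ratio during 140 s after agonist addition; 0% = ACh EC80 plus DMSO and 100% = DMSO alone without agonist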
M5 antag: human M5 muscarinic receptor antagonists, primary screen, CHO cells, Fluo-8 calcium fluorescence | Muscarinic acetylcholine receptor M5 (Homo sapiens), P08912 | CHO-hM5 cells, ACh EC80 | inhibition, % at 3 µM | hit rate 0.59% among 360,000 | AID 624040, 2012;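 active = inhibition above a per-plate cutoff, the mean of that plate's test compounds plus 3 SD, cut at about 27% in these data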;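 note: 0% = acetylcholine EC80 with DMSO and 100% = DMSO without agonist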
CHRM5 PAM: human M5 muscarinic receptor positive allosteric modulators, primary screen, CHO-K1 cells, Fluo-8 calcium fluorescence; activation, % at 3 µM; CHO-K1 hM5, ACh EC20 PAM; 0% = ACh EC20, 100% = ACh EC100; Muscarinic acetylcholine receptor M5 (Homo sapiens), P08912; hit rate 0.3% among 360,000;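 active = activation above the run cutoff, the mean activation of all test compounds plus 3 SD, cut at about 18% in these data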
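Probe or stimulus: acetylcholine, EC20 level; Assay system: human M5 receptor in CHO-K1 cells; Schedule: compound preincubation 140 s before EC20 acetylcholine addition; Technique: intracellular calcium via Fluo-8 fluorescence; Dosing: single-point, 3 µM nominal; Read-out basis: percent activation from peak-over-basal fluorescence ratio, scaled EC20-to-EC100 acetylcholine; Repeats: one well per compound, no replicates.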
CHRM1 PAM: human M1 muscarinic receptor positive allosteric modulators, primary screen, CHO-K1 cells, Fluo-8 calcium fluorescence, 1536-well; activation, % at 3 µM; Muscarinic acetylcholine receptor M1 (Homo sapiens), P11229; hit rate 0.088% among 360,000; CHO-K1 hM1, ACh EC20; 0% = ACh EC20, 100% = maximal ACh; AID 588819, 2011; in the data active = activation above about 19%, passing the limit was not always enough
M1 ag: human M1 muscarinic receptor agonists, primary screen, Fluo-8 calcium fluorescence, CHO-K1 cells, HTS; CHO-K1 hM1, agonist mode; 0% DMSO, 100% acetylcholine EC100; activation, % at 3 µM; hit rate 0.33% among 360,000; AID 588814, 2011;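 active = activation above the run's mean compound activation plus 3 SD, cut at about 16% in these data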;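 note: peak over basal fluorescence ratio within a 140 s kinetic read after compound addition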
TAAR1 agonist: human TAAR1 agonists, primary screen, Fluo-8 calcium fluorescence, CHO RD-HGA16 cells. Trace amine-associated receptor 1 (Homo sapiens), Q96RJ0. vehicle wells 0%, saturating PEA agonist 100%. activation, % at 3 µM. hit rate 0.99% among 360,000. AID 624467, 2012;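 active = activation above the mean activation of all test compounds in the run plus 3 SD, cut at about 38% in these data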
Target sequence (Q96RJ0 whole entry, looked up): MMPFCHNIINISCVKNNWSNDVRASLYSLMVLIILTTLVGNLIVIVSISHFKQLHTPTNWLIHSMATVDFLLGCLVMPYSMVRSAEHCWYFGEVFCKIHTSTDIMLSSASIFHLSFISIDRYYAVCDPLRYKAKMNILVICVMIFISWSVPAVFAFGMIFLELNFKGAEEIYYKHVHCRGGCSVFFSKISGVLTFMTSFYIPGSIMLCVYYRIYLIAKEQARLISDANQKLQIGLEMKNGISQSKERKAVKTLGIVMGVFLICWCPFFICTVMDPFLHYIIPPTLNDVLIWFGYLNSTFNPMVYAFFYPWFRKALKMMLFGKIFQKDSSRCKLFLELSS
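Benchmarks: low control DMSO, high control PEA (EC100); System: CHO RD-HGA16 cells carrying human TAAR1 plus Gα16; Detection: Fluo-8 fluorescence, 5 s baseline then 140 s kinetic read; Schedule: 17-24 h plating, Fluo-8 75 min 37 °C, 30 min RT; Read-out basis: % activation from peak over basal fluorescence ratio, DMSO-to-PEA scaled.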
M4 antag: human M4 muscarinic receptor antagonists, primary screen, CHO cells, Fluo-8 calcium fluorescence; hit rate 0.73% among 360,000; CHO-hM4 cells, ACh EC80; inhibition, % at 3 µM; AID 624125, 2012;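 active = inhibition above its plate's cutoff, the mean inhibition of sample wells plus 3 SD, cut at about 27% in these data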;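 note: 0% = acetylcholine EC80 with DMSO and 100% = DMSO without agonist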
Target sequence (P08173 whole entry, looked up): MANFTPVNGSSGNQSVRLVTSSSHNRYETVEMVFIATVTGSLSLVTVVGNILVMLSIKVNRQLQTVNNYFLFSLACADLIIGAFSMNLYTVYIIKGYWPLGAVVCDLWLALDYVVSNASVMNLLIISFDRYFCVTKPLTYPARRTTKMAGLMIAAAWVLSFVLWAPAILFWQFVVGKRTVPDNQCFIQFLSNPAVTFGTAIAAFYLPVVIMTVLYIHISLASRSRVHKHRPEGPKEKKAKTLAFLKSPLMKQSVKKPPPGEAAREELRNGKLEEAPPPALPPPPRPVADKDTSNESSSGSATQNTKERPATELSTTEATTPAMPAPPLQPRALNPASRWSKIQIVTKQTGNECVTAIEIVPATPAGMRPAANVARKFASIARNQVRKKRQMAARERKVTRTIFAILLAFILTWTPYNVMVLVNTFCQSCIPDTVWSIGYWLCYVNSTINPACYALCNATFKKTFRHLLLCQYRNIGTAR
CHRM4 agonist: human M4 muscarinic receptor agonists, primary screen, CHO-K1 cells, Fluo-8 calcium fluorescence; Muscarinic acetylcholine receptor M4 (Homo sapiens), P08173; CHO-K1 hM4/Gqi5; vehicle 0%, full acetylcholine response 100%; activation, % at 3 µM; hit rate 0.14% among 360,000; AID 624127, 2012;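 active = activation above the run mean over all test wells plus 3 SD, cut at about 32% in these data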;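 note: peak over basal fluorescence ratio per well then scaled between controls; 0% = DMSO wells and 100% = acetylcholine at EC100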
Active calls of the source: *; . = not tested or not shown. Only part of the results is shown; the hit share may differ from the screen's.

Assay codes – A = CHRM5 agonist; B = M1 antag; C = M5 antag; D = CHRM5 PAM; E = CHRM1 PAM; F = M1 ag; G = TAAR1 agonist; H = M4 antag; I = CHRM4 agonist
molecule: O=S(=O)(NCc1ccccn1)c1cccc2nsnc12
  A = -5	B = -18	C = 4	D = -5	E = 5	F = -3	G = 7	H = -3	I = 0

molecule: Cc1ccc(C)c(NC(=O)NNC(=O)CCc2ccccc2)c1
  A = -2	B = -17	C = 2	D = 5	E = 13	F = 1	G = 3	H = 0	I = 0

molecule: CN(CC(=O)Nc1ccc(F)cc1)C(=O)c1cc([N+](=O)[O-])ccc1N1CCOCC1
  A = -5	B = 9	C = -2	D = -5	E = 9	F = 1	G = 2	H = -1	I = 1

molecule: CCC(=O)NC(Nc1nc(C)cs1)(C(=O)OC)C(F)(F)F (centres undefined)
  A = 0	B = -4	C = -5	D = 1	E = 9	F = 0	G = 3	H = 3	I = 1

molecule: O=C(CSc1nnc(CNC(=O)c2ccccc2F)o1)NCC1CCCO1 (centres undefined)
  A = 0	B = -5	C = -6	D = 4	E = 5	F = 0	G = 2	H = -2	I = 1

molecule: CC/C(O)=C1\C(=O)CC(c2ccccc2)CC1=NCCC(=O)O (centres undefined)
  A = 1	B = 11	C = 2	D = -8	E = -5	F = -4	G = 9	H = -2	I = 1

molecule: COc1cccc(NC(=O)N2CCCC2C(=O)NC2CCCC2)c1 (centres undefined)
  A = -3	B = 4	C = -3	D = 4	E = 2	F = -2	G = 4	H = -13	I = 1

molecule: Fc1ccc(Nc2nnns2)cc1
  A = 2	B = 17	C = 8	D = -3	E = -9	F = -5	G = 8	H = 2	I = 0

molecule: CCOc1ccc2nc(NC(=O)CSc3nc4c(c(=O)n(C)c(=O)n4C)n3C(C)C)sc2c1
  A = 0	B = 3	C = 11	D = -2	E = -1	F = -7	G = 4	H = -6	I = -1

molecule: COc1ccccc1-c1cn(S(=O)(=O)c2ccc(C)cc2)nc1N
  A = -2	B = -17	C = -1	D = 2	E = 5	F = -1	G = 2	H = 4	I = 1

molecule: Cc1nc(NC(=O)CN2CCN(c3ccccc3F)CC2)sc1C(=O)N(C)C
  A = -4	B = -8	C = 14	D = -7	E = 11	F = 2	G = 2	H = -1	I = 0

molecule: O=C(/C=C/c1ccc(OCCCF)cc1)NCc1cccc(Cl)c1
  A = -4	B = -19	C = 4	D = -7	E = -7	F = 0	G = 3	H = -3	I = 1

molecule: N#Cc1cc2c(ccc3ccccc32)oc1=O
  A = -2	B = 1	C = 8	D = -10	E = -3	F = -6	G = 1	H = 7	I = 0

molecule: Cc1ccccc1C(=O)N/N=C/c1ccsc1C
  A = -1	B = 1	C = -1	D = 2	E = 2	F = 3	G = 2	H = 9	I = 1

molecule: COc1ccc(-c2nc(CN3CCN(C(=O)c4ccco4)CC3)c(C)o2)cc1OC
  A = -3	B = -18	C = 12	D = -2	E = 14	F = -3	G = 11	H = -23	I = 2

molecule: Cc1c(C)c2cc(Cl)c(OCC(=O)NCCCN3CCCC3=O)cc2oc1=O
  A = -2	B = 3	C = -5	D = -1	E = -2	F = -8	G = 0	H = -30	I = 2

molecule: COc1ccc2nc(C)c(C(=O)NN)cc2c1
  A = 0	B = 15	C = 5	D = -1	E = -7	F = -3	G = 0	H = 13	I = 0

molecule: S=C(NCCc1ccccc1)Nc1ccc(Cl)cc1Cl
  A = -1	B = 1	C = 12	D = -19	E = -7	F = -1	G = 9	H = -3	I = 5

molecule: O=C(COc1ccc(Cl)cc1Cl)NN1C(=O)C2C3C=CC(C3)C2C1=O (centres undefined)
  A = -4	B = -21	C = 5	D = 0	E = 4	F = -2	G = 1	H = -19	I = 3

molecule: O=C(N/N=C/c1cccn1-c1ccc([N+](=O)[O-])cc1)C(O)c1ccccc1 (centres undefined)
  A = -1	B = 3	C = 6	D = -7	E = -2	F = -6	G = 6	H = -3	I = 1

molecule: CN(Cc1cccnc1)Cc1cn[nH]c1-c1ccc(-c2ccccc2)cc1
  A = 8	B = -7	C = -8	D = -3	E = 5	F = -1	G = 3	H = -13	I = 7

molecule: COc1cccc(N2C(=O)C3CC=C(Cl)CC3C2=O)c1 (centres undefined)
  A = -7	B = -5	C = -11	D = -1	E = 2	F = -7	G = 1	H = -7	I = 1

molecule: Cc1nc2c(-c3ccc(F)cc3)c(C)nn2c(C)c1CCC(=O)N1CCC(Cc2ccccc2)CC1
  A = 0	B = 0	C = -1	D = 6	E = 3	F = -2	G = -1	H = 0	I = 1

molecule: COc1ccccc1-n1cc(CN2CCN(CC=C(C)C)C(CCO)C2)cn1 (centres undefined)
  A = -5	B = -5	C = 2	D = 1	E = -1	F = -8	G = 3	H = -10	I = 0

molecule: CCOC(=O)CN1C(=O)N[C@@H](c2cccc(F)c2)C(C(C)=O)=C1C
  A = -3	B = -2	C = 5	D = 1	E = 4	F = -3	G = -1	H = 7	I = 2

The last three entries of the section above lead into the next:
Assay codes – A = CHRM5 agonist; B = M1 antag; C = M5 antag; D = CHRM5 PAM; E = CHRM1 PAM; F = M1 ag; G = TAAR1 agonist; H = M4 antag; I = CHRM4 agonist
molecule: Cc1nc2c(-c3ccc(F)cc3)c(C)nn2c(C)c1CCC(=O)N1CCC(Cc2ccccc2)CC1
  A = 0	B = 0	C = -1	D = 6	E = 3	F = -2	G = -1	H = 0	I = 1

molecule: COc1ccccc1-n1cc(CN2CCN(CC=C(C)C)C(CCO)C2)cn1 (centres undefined)
  A = -5	B = -5	C = 2	D = 1	E = -1	F = -8	G = 3	H = -10	I = 0

molecule: CCOC(=O)CN1C(=O)N[C@@H](c2cccc(F)c2)C(C(C)=O)=C1C
  A = -3	B = -2	C = 5	D = 1	E = 4	F = -3	G = -1	H = 7	I = 2

molecule: O=C(NCCS(=O)(=O)c1ccc(Br)cc1)c1ccccc1Cl
  A = -5	B = -5	C = 17	D = -4	E = 9	F = -1	G = 3	H = -5	I = 1

molecule: CC1CN(CC(=O)Nc2nc(-c3ccc(Cl)cc3)cs2)CC(C)O1 (centres undefined)
  A = 4	B = -14	C = -8	D = 9	E = 19	F = 3	G = -2	H = -9	I = 4

molecule: CCc1ccc(N(C(=O)Cn2nnc(-c3ccccc3)n2)C(C(=O)NC2CCCCC2)c2ccccn2)cc1 (centres undefined)
  A = -4	B = 7	C = 0	D = -1	E = -4	F = -2	G = 1	H = -8	I = 1

molecule: O=C(COC(=O)c1ccc[n+]([O-])c1)Nc1ccccc1OC(F)F
  A = -1	B = -16	C = 12	D = 5	E = 4	F = -2	G = 3	H = -13	I = 1

molecule: O=[N+]([O-])c1ccc2c(c1)C(=NO)c1cc(Cl)c(Cl)cc1-2
  A = 1	B = -12	C = 14	D = -11	E = 12	F = 4	G = -2	H = -10	I = 3

molecule: CCOC(=O)C1=C(C)N(C[C@@H]2CC[C@@H](Cc3ccc(-c4ccccc4)cc3)O2)C(=O)NC1c1ccc([N+](=O)[O-])cc1 (some centres undefined)
  A = 1	B = -1	C = -5	D = 0	E = 0	F = -2	G = -1	H = -4	I = 0

molecule: CN(C)c1ccc(C(=S)N2CCN(c3ccccc3)CC2)cc1
  A = -10	B = 9	C = 6	D = -12	E = -8	F = -5	G = 4	H = -2	I = 0

molecule: C=CCc1ccccc1OCC(O)CN1CCN(CCO)CC1 (centres undefined)
  A = -2	B = -20	C = -3	D = 1	E = 13	F = -5	G = 0	H = -8	I = 1

molecule: CN(CC(=O)NC1CCCCC1)S(=O)(=O)c1ccc2c(c1)c(=O)n(C)c(=O)n2C
  A = -3	B = -12	C = -5	D = 2	E = 6	F = -5	G = 3	H = 1	I = 0

molecule: CC1=NN(c2nc(-c3ccc(F)cc3)cs2)C(=O)C1
  A = -4	B = -9	C = -1	D = -14	E = 5	F = -2	G = .	H = 3	I = 1

molecule: CCCC(C(=O)O)N1C(=O)/C(=C2\C(=O)N(C)c3ccccc32)SC1=S (centres undefined)
  A = -1	B = -12	C = -1	D = -2	E = 10	F = -6	G = -1	H = -3	I = 0

molecule: CCOc1ccc(C)cc1S(=O)(=O)Nc1cccnc1
  A = -10	B = 4	C = 0	D = 0	E = -5	F = 0	G = 6	H = -1	I = 0

molecule: CC1(C)CC(N(Cc2ccco2)C(=O)Cc2ccccc2)CCO1 (centres undefined)
  A = -2	B = -1	C = 0	D = 3	E = 10	F = -6	G = 2	H = 6	I = 0

molecule: COc1ccc(C)cc1/C=C/C(=O)N1CCN(S(=O)(=O)c2cccs2)CC1
  A = -2	B = -9	C = 9	D = -6	E = -3	F = -6	G = 1	H = -9	I = 7

molecule: O=C(c1ccco1)N1CCN(Cc2cc(=O)c(OCc3ccccc3F)co2)CC1
  A = 2	B = -8	C = 5	D = -3	E = 7	F = -5	G = -1	H = 0	I = 0

molecule: Cc1cc(C)c(S(=O)(=O)NC2CC2)c(C)c1
  A = -8	B = -2	C = 14	D = -2	E = -1	F = -3	G = 2	H = 14	I = 0

molecule: O=C(Nc1ccc(C(=O)O)cc1)/C(=C\C=C\c1ccccc1)NC(=O)c1ccccc1Cl
  A = 0	B = 26	C = -3	D = 9	E = -7	F = -1	G = 3	H = 0	I = 1

molecule: CC(C)OC(=O)COc1ccc(-c2ccccc2)cc1
  A = -1	B = 7	C = 4	D = -5	E = -11	F = -1	G = 11	H = 12	I = 0

molecule: CC1(C)Cc2cccc(OCC(=O)N3CCN(S(=O)(=O)c4ccccc4F)CC3)c2O1
  A = -2	B = 13	C = -12	D = 1	E = -2	F = -3	G = 6	H = 2	I = 4

molecule: CCOC(=O)c1[nH]cnc1C(=O)Nc1cccc(Cl)c1
  A = -2	B = 5	C = -8	D = 1	E = 1	F = -7	G = 13	H = 7	I = 1

molecule: CCC(CC)=NNc1cccc([N+](=O)[O-])c1
  A = -2	B = 1	C = -3	D = -3	E = -2	F = -7	G = 1	H = -1	I = 1

molecule: N/C(=N/O)c1ccccc1N1CCC(Cc2ccccc2)CC1
  A = -1	B = 10	C = 12	D = -7	E = -15	F = -10	G = 7	H = 6	I = 0

Source: PubChem BioAssay (The Scripps Research Institute Molecular Screening Center)
